HttQ103 aggreg: inhibitors of mutant huntingtin aggregate formation in PC12 cells | Potency, µM (series often up to 46.1 µM), for the others: at the highest dose activity change, negative = inhibition, hits mostly inhibitors | PC12 HttQ103-GFP aggregates, Acumen cytometry, 40 h | 1.1% of 220,000 active; also: % is scaled to controls: 0 for no effect and ±100 for the full control effect; nearly all actives have a fitted effect of over 60% in size
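Steps: seed 1500 PC12 HTTQ103-GFP cells/well; add tebufenozide, 100 nM final; add compound titration; add ATPLite reagent; quantify GFP aggregates by laser scanning cytometry.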
Tau fluor cs: counter-screen for tau fibril formation inhibitors; tau K18 P301L Alexa594 fluorescence, heparin fibrillization; AID 1463; 0.93% of 280,000 active; Potency, µM (top dose mostly 57.7 µM), for inactives: at the highest dose activity change, negative = decrease; also: % is scaled to controls: 0 for no effect and ±100 for the full control effect; nearly all actives have a fitted effect of over 55% in size
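Human K18 P301L tau (15 uM unlabeled plus 0.24 uM Alexa 594-labeled, final) in 100 mM sodium acetate pH 7 was mixed with compound and 20 uM heparin and incubated 6 hr at 37 C.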
ALDH1A1 inh: inhibitors of human aldehyde dehydrogenase 1A1; Potency, µM (doses to about 75.3 µM), inactives show at the highest dose activity, negative = inhibition, most hits filed as inhibitors; Purified ALDH1A1, NADH fluorescence, propionaldehyde substrate; 7.3% of 220,000 active; P00352; active = well fitted inhibition curve with a large enough effect, not every such curve was filed as active; inconclusive = small, poorly fitted or top-dose-only effect, or another doubt; inactive = no such curve, though single readings can be large or run the other way;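 also: plate controls were no enzyme wells and a reference inhibitor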
Target sequence (P00352 whole entry, looked up): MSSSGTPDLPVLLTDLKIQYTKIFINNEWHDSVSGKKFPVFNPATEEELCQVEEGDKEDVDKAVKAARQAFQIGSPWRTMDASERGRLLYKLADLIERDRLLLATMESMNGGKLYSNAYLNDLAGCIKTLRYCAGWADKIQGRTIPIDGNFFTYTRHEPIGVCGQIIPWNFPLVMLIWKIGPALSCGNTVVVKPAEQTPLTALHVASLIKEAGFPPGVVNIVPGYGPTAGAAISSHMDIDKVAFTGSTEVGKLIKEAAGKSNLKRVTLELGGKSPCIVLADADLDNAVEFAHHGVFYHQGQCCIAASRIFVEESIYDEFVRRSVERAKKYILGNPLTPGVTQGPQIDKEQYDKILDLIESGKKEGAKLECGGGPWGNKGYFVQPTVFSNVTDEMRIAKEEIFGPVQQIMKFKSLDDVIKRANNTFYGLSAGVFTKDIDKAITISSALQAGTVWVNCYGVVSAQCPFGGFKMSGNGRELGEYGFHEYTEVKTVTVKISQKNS
Tau FP inhib: blocks human tau fibril formation measured by polarization; Potency, µM (doses to about 57.7 µM), for inactives: at the highest dose activity, negative = inhibition, actives largely listed as inhibitors; K18 P301L tau heparin fibrillization, Alexa594 FP, 6 h; AID 1468; 0.39% of 280,000 active; also: % is scaled to controls: 0 for no effect and ±100 for the full control effect; nearly all actives have a fitted effect of over 55% in size
Target sequence (P10636 561-689 P618L limits assumed): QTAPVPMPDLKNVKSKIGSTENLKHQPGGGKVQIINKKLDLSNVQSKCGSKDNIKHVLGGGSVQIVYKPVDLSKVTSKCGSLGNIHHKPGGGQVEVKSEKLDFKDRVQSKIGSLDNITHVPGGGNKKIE
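Read-out: fluorescence polarization of Alexa 594-labeled tau (0.24 uM), 555 nm excitation, 632 nm emission. Mixtures held 15 uM unlabeled K18 P301L, compound and 20 uM heparin, pH 7 acetate buffer, incubated 6 hr at 37 C.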
KDM4E inh: inhibitors of human JMJD2E histone demethylase; B2RXH2; JMJD2E catalytic domain, FDH-coupled NADH fluorescence (FDH is formaldehyde dehydrogenase); Potency, µM (series often up to 57.1 µM), inactives show top-dose activity change, negative = inhibition, hits mostly inhibitors; 1.6% of 230,000 active; AID 2147; active = well fitted inhibition curve with a large enough effect, not every such curve was filed as active; inconclusive = small, poorly fitted or top-dose-only effect, or another doubt; inactive = no such curve, though single readings can be large or run the other way;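 also: 0% = wells with enzyme and -100% = buffer wells without enzyme; nearly all actives have a fitted effect of over 50% in size; many of its hits are not listed in these tables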
Target sequence (B2RXH2 1-337 limits assumed): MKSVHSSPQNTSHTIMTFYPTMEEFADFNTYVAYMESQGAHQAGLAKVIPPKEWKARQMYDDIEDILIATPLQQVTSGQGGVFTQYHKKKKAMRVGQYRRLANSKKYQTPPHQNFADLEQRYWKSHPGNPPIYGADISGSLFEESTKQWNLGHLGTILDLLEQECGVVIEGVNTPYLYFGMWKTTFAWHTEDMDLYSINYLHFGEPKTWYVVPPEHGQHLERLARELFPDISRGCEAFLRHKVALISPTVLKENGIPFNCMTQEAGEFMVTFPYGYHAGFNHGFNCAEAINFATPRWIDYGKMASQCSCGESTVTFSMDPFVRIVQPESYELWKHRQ
Tau ThT inhib: blocks human tau fibril formation measured by thioflavin T; P10636; recombinant tau K18 P301L (four-repeat tau fragment), heparin-induced fibrillization, ThT fluorescence; Potency, µM (top dose mostly 57.4 µM), for the others: top-dose activity, negative = inhibition, most hits filed as inhibitors; 2.1% of 270,000 active; AID 1460; also: % is scaled to controls: 0 for no effect and ±100 for the full control effect; nearly all actives have a fitted effect of over 55% in size
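Heparin-induced (20 uM) aggregation of recombinant human K18 P301L tau, 15 uM unlabeled with 0.24 uM labeled, pH 7 acetate buffer, 6 hr at 37 C with compound. Fibrils quantified by 30 uM ThT fluorescence after 1 hr ambient incubation.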
HTT cytoprotect: Huntington cell model cytoprotection by ATP luminescence | PC12 HTT-Q103 induced, cytoprotection, ATP luminescence, 40 h | Potency, µM (top dose mostly 56.4 µM), without a hit: cytoprotection (ATP increase), actives largely listed as activators | 0.14% of 230,000 active;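 also: % of control where 0% means no effect; nearly all actives have a fitted effect of over 45% in size; toxic huntingtin expression switched on by the ecdysone agonist tebufenozide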
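Compounds added alongside 100 nM tebufenozide, which induces toxic Q103 huntingtin exon 1-GFP in stable PC12 cells; surviving cells quantified by luminescent ATP measurement. Medium: phenol red-free DMEM, 5% equine and 5% calf serum.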
SMN2 splice up: SMN2 splice variant enhancement; HEK293 SMN2-luciferase splicing reporter, luminescence, 30-36 h; 2.8% of 210,000 active; Potency, µM (top dose mostly 46.1 µM), for inactives: at the top dose activity change, positive = activation, most hits filed as activators; also: % of control where 0% means no effect; nearly all actives have a fitted effect of over 55% in size
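HEK293 cells carry an SMN2 […]–luciferase reporter in which exon 7 inclusion puts luciferase in frame. Cells were plated 10-12 h before compound addition, then incubated 30-36 h at 37C. ONE-Glo luminescence was read; sodium butyrate at 4.5 mM final served as control.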
Starred values were filed as active, the others as inactive; u = inconclusive; x = no result given; [ ] = another dose, or the depositor's remark. Unless noted, calls follow the shape of the dose curve; as a rule, active = well fitted curve in the direction sought with a large enough effect; inconclusive = small, poorly fitted or top-dose-only effect, or another doubt; inactive = no such curve, though single readings can be large; an effect the other way counts as inactive or inconclusive. Potency is read from the fitted curve at half-maximal effect.

[1] CCOC(=O)c1c(N)sc(C(=O)N2CCOCC2)c1C
[2] N#Cc1cc(S(=O)(=O)c2ccccc2)c(N)[nH]c1=O
[3] CN=C(c1ccc(C)cc1)n1c(=S)nc(-c2ccc(C)cc2)n(C)c1=S
[4] CCc1sc(NC(C)=O)nc1-c1ccccc1
[5] CC(C)N(Cc1cn(C)nc1-c1cccc(Cl)c1)CC1CCC(=O)N1 (stereo unspecified)
[6] COCC1CCN(Cc2cn(C)nc2-c2cccc(Cl)c2)C1 (stereo unspecified)
[7] O=C(Cn1c(SCC(=O)N2CCc3ccccc3C2)nc2ccccc21)NC1CCCC1
[8] Cc1ccc(C(=O)Nc2nc3ccc(S(C)(=O)=O)cc3s2)s1

Screen / compound no.	1	2	3	4	5	6	7	8
SMN2 splice up	-1%	-9%	6%	4%	x	x	11µM*	11µM*
HttQ103 aggreg	-19%	-2%	-10%	6%	-4%[9.22 µM]	0%[9.22 µM]	-1%	-12%
Tau ThT inhib	3%	0%	u	0%	-16%	1%	-6%	7%
ALDH1A1 inh	3%	u	u	-6%	8%	9%	-8%	u
Tau fluor cs	0%	-9%	-7%	-4%	-18%	18%[2.34 µM]	-8%	-9%
Tau FP inhib	7%	-2%	-13%	-1%	-6%	-4%[2.34 µM]	2%	0%
HTT cytoprotect	20%[10 µM]	-5%[10 µM]	-53%[inhibitor]	-27%	-1%[10 µM]	7%[10 µM]	u	-87%[inhibitor]
KDM4E inh	6%	0%	u	-1%	-9%	0%	5%	u

Numbers 1 to 8 of the list above:
[1] CCOC(=O)c1c(N)sc(C(=O)N2CCOCC2)c1C
[2] N#Cc1cc(S(=O)(=O)c2ccccc2)c(N)[nH]c1=O
[3] CN=C(c1ccc(C)cc1)n1c(=S)nc(-c2ccc(C)cc2)n(C)c1=S
[4] CCc1sc(NC(C)=O)nc1-c1ccccc1
[5] CC(C)N(Cc1cn(C)nc1-c1cccc(Cl)c1)CC1CCC(=O)N1 (stereo unspecified)
[6] COCC1CCN(Cc2cn(C)nc2-c2cccc(Cl)c2)C1 (stereo unspecified)
[7] O=C(Cn1c(SCC(=O)N2CCc3ccccc3C2)nc2ccccc21)NC1CCCC1
[8] Cc1ccc(C(=O)Nc2nc3ccc(S(C)(=O)=O)cc3s2)s1

Screen / compound no.	1	2	3	4	5	6	7	8
SMN2 splice up	-1%	-9%	6%	4%	x	x	11µM*	11µM*
HttQ103 aggreg	-19%	-2%	-10%	6%	-4%[9.22 µM]	0%[9.22 µM]	-1%	-12%
Tau ThT inhib	3%	0%	u	0%	-16%	1%	-6%	7%
ALDH1A1 inh	3%	u	u	-6%	8%	9%	-8%	u
Tau fluor cs	0%	-9%	-7%	-4%	-18%	18%[2.34 µM]	-8%	-9%
Tau FP inhib	7%	-2%	-13%	-1%	-6%	-4%[2.34 µM]	2%	0%
HTT cytoprotect	20%[10 µM]	-5%[10 µM]	-53%[inhibitor]	-27%	-1%[10 µM]	7%[10 µM]	u	-87%[inhibitor]
KDM4E inh	6%	0%	u	-1%	-9%	0%	5%	u

More records:
[9] COc1ccc2[nH]cc(CCNc3ccnc(-c4cccc(NS(C)(=O)=O)c4)n3)c2c1
[10] O=C(CN1CCN(Cc2ccccc2)CC1)N/N=C/c1c[nH]c2ccccc12
[11] COc1cccc(/C=C/C(=O)OC(C)C(=O)Nc2c(C)n(C)n(-c3ccccc3)c2=O)c1 (stereo unspecified)
[12] O=C(O)CN1CCN(Cc2ccc(F)cc2Cl)C1=O
[13] CC(=O)Nc1c(NC(C)(C)C)c2ccccc2oc1=O
[14] CC1CCC(C(C)C)C(=O)/C1=C/c1ccc(N)cc1 (stereo unspecified)
[15] O=C(Cn1cnc2ccccc21)Nc1ccc(F)c(F)c1
[16] Cc1cccc(N/C(N)=N/c2nc(C)cc(=O)[nH]2)c1

Screen / compound no.	9	10	11	12	13	14	15	16
SMN2 splice up	-55%[inhibitor]	-17%	-10%	22%	x	x	-48%[inhibitor]	x
HttQ103 aggreg	x	-9%	3%	14%	16%[9.22 µM]	-30%[9.22 µM]	-11%	30%[9.22 µM]
Tau ThT inhib	u	-15%	-1%	u	-8%	x	-5%	-1%
ALDH1A1 inh	u	6%	u	u	11%	x	3%	-2%
Tau fluor cs	u	-20%	-1%	-15%	-5%	u	-12%	-11%
Tau FP inhib	0%	-1%	-7%	-12%	4%	8%	7%	1%
HTT cytoprotect	24%	-1%[10 µM]	-13%	-3%[0.074 µM]	4%[10 µM]	-13%[10 µM]	-26%	32%[10 µM]
KDM4E inh	u	-1%	u	u	3%	-5%	4%	8%

[17] CCOC(=O)C(=O)Nc1cc(Cl)ccc1C
[18] CC(=C/c1ccccc1)/C=N/NC(=O)c1ccccn1
[19] CC(C)CNC(=O)CC(=O)NN=C1CCCC1
[20] COc1ccc(S(=O)(=O)N(CCCN2CCCC2=O)Cc2cc3c(C)ccc(C)c3[nH]c2=O)cc1
[21] CCOC(=O)C1(CCOC)CCN(Cc2ccccc2-c2ccco2)CC1
[22] Cc1ccc(OCC(=O)N2CCCC(CCC(=O)N(C)CCc3ccccn3)C2)cc1 (stereo unspecified)
[23] Cc1ccc(S(=O)(=O)NCCCC(=O)O)cc1
[24] COC(=O)C1(CCSC)NC(c2ccco2)C2C(=O)N(C)C(=O)C21 (stereo unspecified)

Screen / compound no.	17	18	19	20	21	22	23	24
SMN2 splice up	-1%	x	-7%	19%	x	x	-2%	-2%
HttQ103 aggreg	23%	33%[9.22 µM]	8%	-8%	-9%	-8%[9.22 µM]	x	u
Tau ThT inhib	13%	-13%	-3%	-25%	-11%	-1%	2%	-4%
ALDH1A1 inh	-13%	x	-2%	-10%	2%	-1%	1%	1%
Tau fluor cs	11%	-4%	-9%	-4%	-3%	9%	3%	-1%
Tau FP inhib	7%	1%	0%	6%	0%	5%	-1%	0%
HTT cytoprotect	-18%[10 µM]	-69%[inhibitor][10 µM]	x	22%[10 µM]	-21%	-12%[10 µM]	x	-7%
KDM4E inh	-2%	4%	29%	-150%	12%	-4%	3%	2%

[25] COc1ccccc1NS(=O)(=O)c1cc(NC(=O)c2ccc(Cl)nc2)ccc1Cl
[26] Cc1cc(C)n(CCC(=O)N/N=C/c2ccc(Cl)c([N+](=O)[O-])c2)n1
[27] C=CCNC(=O)c1c(Cl)cccc1Cl
[28] CCN(CC)c1ccc(C(=O)OCC(=O)N2CCN(c3ccccc3)CC2)cc1
[29] COc1cc(S(=O)(=O)N2CCN(C)CC2)c(OC)cc1Cl
[30] O=c1[nH]c(CSc2nc(-c3ccccc3)cs2)nc2ccccc12
[31] CCOc1ccc(OCc2ccc(C(=O)N3CCCC(C)C3)cc2)cc1 (stereo unspecified)
[32] Cc1ccccc1-n1cnnc1SCC(=O)N1CCN(c2ccccc2)CC1

Screen / compound no.	25	26	27	28	29	30	31	32
SMN2 splice up	-73%[inhibitor]	x	-16%	-7%	2%	-14%	10µM*	19%
HttQ103 aggreg	25µM*	-3%[9.22 µM]	0%	15%	3%	2%	u	7%
Tau ThT inhib	15%	-18%	-7%	-9%	-15%	-10%	u	-14%
ALDH1A1 inh	25µM*	x	u	u	-5%	u	u	u
Tau fluor cs	22µM*[quencher]	-18%	-3%	-6%	-15%	-28%	-17%	-8%
Tau FP inhib	25µM*	-6%	-3%	-5%	u	-7%	-5%	2%
HTT cytoprotect	33%[10 µM]	-26%[10 µM]	-16%	-10%	-8%	15%[10 µM]	x	-3%
KDM4E inh	u	-7%	6%	3%	4%	-1%	-1%	2%

[33] C/C(=N\NC(=O)COc1ccc(C#N)cc1)c1ccccc1OC(F)F
[34] CCOC(=O)c1ccc(NC2SC(=O)N(Cc3cccc(C(=O)O)c3)C2=O)cc1 (stereo unspecified)
[35] CCN(CC)S(=O)(=O)c1ccc(C(=O)NCCCN=C2NS(=O)(=O)c3ccccc32)cc1
[36] COc1ccc(CNC(=O)CSc2nc(-c3ccccc3)cc(-c3cccs3)c2C#N)cc1
[37] CCN(CC)CCCNC(=O)CSc1nc2c(c(C(F)(F)F)n1)CCc1ccccc1-2
[38] COCCSc1ccccc1C(=O)Nc1nncs1
[39] COc1ccc(-c2c(C)nn3c(N4CCC(C(=O)NCCC(C)C)CC4)cc(C)nc23)cc1OC
[40] O=C(O)CC1S/C(=N\N=C/c2ccccc2O)N(c2ccc(O)cc2)C1=O (stereo unspecified)

Screen / compound no.	33	34	35	36	37	38	39	40
SMN2 splice up	-5%	u	-19%	21%	-13%	19%	0%	3%
HttQ103 aggreg	-10%	x	-5%	9%[9.22 µM]	9%[9.22 µM]	-5%	x	-4%[9.22 µM]
Tau ThT inhib	-8%	-12%	-9%	-5%	-9%	-11%	u	-3%
ALDH1A1 inh	3%	x	u	u	9%	u	x	-17%
Tau fluor cs	-9%	-4%	-10%	-11%	-10%	0%	-26%	0%
Tau FP inhib	-2%	0%	-7%	-13%	-6%	-7%	-5%	-3%
HTT cytoprotect	12%[1.9 µM]	x	-6%[1.9 µM]	-36%	9%[10 µM]	-1%[10 µM]	x	-27%
KDM4E inh	-1%	x	-1%	u	-29%	5%	x	u

[41] Cc1cc(C)cc(OC(=O)CCN2C(=O)c3ccccc3C2=O)c1
[42] CCOc1ccccc1NC(=S)N1CCCc2ccccc21
[43] Cc1ccc(/C=N/n2c(C)cc(C)c(C#N)c2=O)cc1
[44] CCCOc1ccc(CSc2ncn[nH]2)cc1
[45] CN(C)S(=O)(=O)N(CC(=O)NCCSCc1c(F)cccc1Cl)c1ccccc1

Screen / compound no.	41	42	43	44	45
SMN2 splice up	-2%	-19%	24%	u	-26%
HttQ103 aggreg	3%	9%	4%	-11%	x
Tau ThT inhib	-9%	2%	1%	-11%	-6%
ALDH1A1 inh	-6%	-46%	0%	0%	x
Tau fluor cs	-7%	0%	4%	-2%	-11%
Tau FP inhib	0%	5%	7%	3%	-5%
HTT cytoprotect	28%[10 µM]	-5%	31%[10 µM]	-22%	x
KDM4E inh	11%	-7%	-5%	u	x

Compound activity as filed in PubChem.

The list is partial (hit frequency here may not be typical).
